TRb-SRC2 inh – TRbeta-SRC2 interaction inhibition | P10828 | TRbeta-SRC2 peptide binding, fluorescence polarization; receptor liganded with 1 µM T3 | Potency, µM (series often up to 106 µM), for inactives: at the top dose activity change, negative = inhibition, most hits filed as inhibitors | hit rate 0.065% among 280,000 | AID 1469;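 note: potency is the fitted concentration of half-maximal effect; plate controls were bound peptide for no effect and peptide without receptor for full effect; nearly all actives have a fitted effect of over 50% in size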
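Assay buffer: 20 mM Tris-HCl, 100 mM NaCl, 10% glycerol, 1 mM EDTA, 0.01% NP-40, 1 mM DTT, 1 uM T3, 5% DMSO; TRb LBD 0.6 uM, Texas Red SRC2 20 nM; FP after 5 hr.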
Tau fibril FP – inhibitors of human tau fibril formation | P10636 | K18 P301L tau heparin fibrillization, Alexa594 FP, 6 h | Potency, µM (series often up to 57.7 µM), for inactives: top-dose activity, negative = inhibition, usual class: inhibitors | hit rate 0.39% among 280,000; note: potency is the fitted concentration of half-maximal effect; % is set by controls: 0 for no effect and ±100 for the full control effect; nearly all actives have a fitted effect of over 55% in size
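FP of Alexa 594-tau after heparin (20 uM) induction. Substrate: human K18 P301L, 15 uM unlabeled, 0.24 uM labeled. Buffer 100 mM sodium acetate pH 7. 6 hr, 37 C.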
CBFb-RUNX1 inh – blocks binding between human CBF-beta and RUNX1; AID 1477; Potency, µM (doses to about 59.8 µM), for inactives: at the top dose activity, negative = inhibition, hits mostly inhibitors; Q01196+Q13951; 230,000 tested, under 10 active; AlphaScreen CBFb-His/RUNX1-biotin binding, biochemical; note: % of control where 0% means no effect
Target sequence (Q01196 whole entry, looked up): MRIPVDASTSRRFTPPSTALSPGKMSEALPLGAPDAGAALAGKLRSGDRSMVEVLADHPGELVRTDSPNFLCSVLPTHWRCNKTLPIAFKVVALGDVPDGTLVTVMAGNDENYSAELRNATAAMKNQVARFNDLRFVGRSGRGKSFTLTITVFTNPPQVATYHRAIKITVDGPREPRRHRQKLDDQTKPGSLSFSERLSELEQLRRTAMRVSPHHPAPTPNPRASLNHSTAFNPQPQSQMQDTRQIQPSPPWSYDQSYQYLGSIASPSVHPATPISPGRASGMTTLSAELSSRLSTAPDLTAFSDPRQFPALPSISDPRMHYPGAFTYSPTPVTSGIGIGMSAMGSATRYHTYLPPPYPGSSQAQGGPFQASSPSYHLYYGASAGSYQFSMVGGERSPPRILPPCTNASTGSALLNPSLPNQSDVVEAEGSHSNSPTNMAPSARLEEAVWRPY
Target sequence (Q13951 whole entry, looked up): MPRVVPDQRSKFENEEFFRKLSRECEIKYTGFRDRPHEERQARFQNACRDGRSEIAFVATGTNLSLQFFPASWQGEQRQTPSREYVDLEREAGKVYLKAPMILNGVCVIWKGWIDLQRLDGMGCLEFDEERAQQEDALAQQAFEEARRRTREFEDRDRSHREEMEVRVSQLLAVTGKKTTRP
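Read-out: AlphaScreen. Format: His-CBF-beta with biotinylated RUNX1 (30 nM each) preincubated 20 min, compound 15 min, Ni-chelate plus streptavidin beads 90 min; room temperature throughout.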
NPSR antag – neuropeptide S receptor (human) antagonism, cAMP; Potency, µM (doses to about 38.3 µM), inactives show top-dose activity change, negative = inhibition, actives largely listed as inhibitors; AID 1461; Q6W5P4; CHO-NPSR cells, cAMP TR-FRET, antagonist mode; hit rate 1% among 220,000; note: potency is the fitted concentration of half-maximal effect; % is set by controls: 0 for no effect and ±100 for the full control effect; nearly all actives have a fitted effect of over 50% in size; many of its hits are not listed in these tables
Target sequence (Q6W5P4 whole entry, looked up): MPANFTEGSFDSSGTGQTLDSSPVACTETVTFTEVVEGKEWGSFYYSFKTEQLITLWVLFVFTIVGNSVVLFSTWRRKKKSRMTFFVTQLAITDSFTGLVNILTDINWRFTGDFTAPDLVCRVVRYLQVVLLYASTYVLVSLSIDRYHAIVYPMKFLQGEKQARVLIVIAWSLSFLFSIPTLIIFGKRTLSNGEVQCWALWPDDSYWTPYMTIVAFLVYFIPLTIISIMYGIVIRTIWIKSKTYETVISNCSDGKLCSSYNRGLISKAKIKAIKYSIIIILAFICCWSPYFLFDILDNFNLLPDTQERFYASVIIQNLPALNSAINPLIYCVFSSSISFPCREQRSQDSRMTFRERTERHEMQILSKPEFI
TR SRC2 fluor cs – counter-screen for TRb-SRC2 inhibitors: fluorescence interference. hit rate 0.29% among 280,000. Potency, µM (series often up to 106 µM), for the others: top-dose fluorescence change, negative = quenching. TRb/SRC2 Texas Red total fluorescence interference; active = well fitted curve in either direction with a large enough effect; inconclusive = small, poorly fitted or top-dose-only effect; note: potency is the fitted concentration of half-maximal effect; % is set by controls: 0 for no effect and ±100 for the full control effect
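Human TRb ligand-binding domain at 0.6 uM with 20 nM Texas Red SRC2 peptide in Tris buffer containing 1 uM T3 and 5% DMSO, incubated with compound 5 h at ambient temperature. Total fluorescence (555/632 nm) calculated as parallel + 2 × perpendicular.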
Epigenetic derep – regulators of epigenetic silencing causing reporter derepression in mouse cells. AID 1865. hit rate 0.2% among 280,000. Potency, µM (titrated, usually from 53.9 µM), for inactives: top-dose GFP activation, usual class: activators. murine LDR cells, GFP reporter derepression, 30 h; note: potency is the fitted concentration of half-maximal effect; % of control where 0% means no effect; nearly all actives have a fitted effect of over 60% in size
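Derepression of a silenced CMV-GFP reporter in murine LDR cells is scored by enumerating GFP-positive cells with a laser-scanning microplate cytometer after 30 hours of treatment at 37 C.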
GLA spleen mod – alpha-galactosidase A (human) modulation; P06280; human spleen homogenate, 4MU-alpha-Gal fluorescence, 40 min; Potency, µM (highest dose often 80 µM), inactives show at the highest dose activity change, negative = inhibition, actives largely listed as inhibitors; hit rate 0.008% among 240,000; AID 2107;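 note: potency is the fitted concentration of half-maximal effect; 0% = enzyme with vehicle and -100% = no enzyme basal signal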
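Spleen homogenate 1 ug + cpd (titration) + 4-MU-alpha-D-galactopyranoside 1 mM; 37C 40 min; 50 mM citrate/phosphate pH 5.0, 0.01% Tween-20; stop pH 10; fluorescence 365/440; AC50 via Hill.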
Tau fluor cs – counter-screen for tau fibril formation inhibitors | Potency, µM (series often up to 57.7 µM), for inactives: at the highest dose activity change, negative = decrease | tau K18 P301L Alexa594 fluorescence, heparin fibrillization | AID 1463 | hit rate 0.93% among 280,000; note: potency is the fitted concentration of half-maximal effect; % is set by controls: 0 for no effect and ±100 for the full control effect; nearly all actives have a fitted effect of over 55% in size
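Human tau K18 P301L (15 uM unlabeled, 0.24 uM Alexa 594-labeled) in 100 mM sodium acetate pH 7 with 20 uM heparin, 6 hr at 37 C. ThT 30 uM added, 1 hr ambient; Alexa 594 FP and total fluorescence read at 555/632 nm.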
Starred values were filed as active, the others as inactive; ? = inconclusive; / = no result given; & = joins results of further samples; [ ] = dose if it differs, or a comment. Unless noted, calls come from the whole dose curve; as a rule, active = well fitted curve in the direction sought with a large enough effect; inconclusive = small, poorly fitted or top-dose-only effect, or another doubt; inactive = no such curve, though single readings can be large; an effect the other way counts as inactive or inconclusive.

SMILES | TRb-SRC2 inh | Tau fibril FP | CBFb-RUNX1 inh | NPSR antag | TR SRC2 fluor cs | Epigenetic derep | GLA spleen mod | Tau fluor cs
COC(=O)C1C(=O)C2=C(CC1C)Nc1ccccc1NC2c1ccc(C)s1 (stereo unspecified) | -2.7%[53 µM] | -3.1% | 14.3% | 20.3% | -2.3%[53 µM] | -1.2% | -2.3% | -4.2%
Cc1cccc2nc(-c3ccco3)c(Nc3ccc4c(c3)OCO4)n12 | -6.9%&-3.7% | -5.9%&4.7% | -15.8% | -46.2% | -1.6%&0.1% | -2.1%&-0.9% | 7.3% | ?
COc1ccc(-n2c(SCC(=O)Nc3cccc(C)c3C)nc3c([nH]c4ccccc43)c2=O)cc1 | 1.6% | -3.4% | / | / | -23.7% | 12.5% | / | -9.9%
O=C(Cc1ccc(Br)cc1)N1CCN(c2ccccc2)CC1 | -2.3% | 6.4% | 4.5% | 7.4%[46.1 µM] | -5.7% | -1.0% | 8.3% | -4.3%
COC(=O)NCC(c1cccnc1)N1CCN(c2ccccc2OC)CC1 (stereo unspecified) | -9.9% | 5.6% | -9.8% | ? | -0.5% | -1.1% | 8.5% | 5.2%
CCOc1ccc(CCNC(=O)c2cc3c(=O)n(C)c4ccccc4c3n2C)cc1 | -1.4% | 3.0% | / | / | -5.3% | 3.3% | / | -12.1%
CN(Cc1ccccc1)c1nc(N)c([N+](=O)[O-])c(Nc2cccc(F)c2)n1 | 3.4% | -9.5% | -1.3% | -14.0%[46.1 µM] | -2.1% | 2.8% | 3.1% | ?
CN1CCC(CO)(Cc2ccccc2)CC1 | 3.6% | -4.9% | -1.3% | -2.3% | -2.3% | 1.5% | -1.0% | -2.8%
COc1ccccc1-n1c(SCC(=O)Nc2cccc3ccccc23)nc(O)cc1=O | -1.5% | -2.6% | -11.5% | -7.3%[46.1 µM] | -3.9% | -2.2% | -2.9% | -3.9%
COc1ccc(C(=O)Nc2ncc3c(n2)CC(c2ccco2)CC3=O)cc1 (stereo unspecified) | 6.0% | -1.3% | -5.5% | 5.5%[7.67 µM] | 0.4% | 1.6% | 2.6% | -20.4%
COc1ccc(N(C)C(=O)c2nn(-c3ccc(C)cc3)c(=O)n(C)c2=O)c(OC)c1 | -0.3% | ? | / | / | -4.2% | 1.7% | / | 0.2%
CCC1(C)Cc2c(C#N)c(N)n(-c3ccccc3)c(=S)c2CO1 (stereo unspecified) | -0.3% | -9.1% | -1.3% | -3.1% | -3.3% | 0.0% | -8.0% | 4.4%
CSc1nnc2n(-c3ccc(C)cc3)c(=O)c3c4c(sc3n12)COC(C(C)C)C4 (stereo unspecified) | -1.5% | 1.0% | 2.0% | 12.2%[46.1 µM] | -3.8% | 2.7% | 4.5% | 2.3%
COCCn1c(SCC(=O)N2CCCC2)nnc1-c1ccoc1C | 0.9% | -0.9% | 4.5% | 5.9%[46.1 µM] | -2.3% | -0.7% | 8.2% | -6.2%
Nc1ncnc(NCc2ccc(F)cc2)c1[N+](=O)[O-] | 6.3% | 1.3% | 4.6% | 23.0% | -0.9% | 4.1% | -2.3% | 2.5%
Cn1c(-c2ccccc2)cnc1SCC(=O)N1CCCc2ccccc21 | 11.5% | 8.0% | 11.6% | -9.4% | 0.3% | 4.7% | -6.1% | 2.0%
O=C(CCSc1ccccn1)c1ccccc1 | 0.9% | ? | 29.5% | -6.5% | -2.5% | -2.2% | 2.2% | 2.2%
CCO[C@H]1OC(C(=O)N2CCN(Cc3ccccc3)CC2)=C[C@@H](c2ccccc2)[C@@H]1CCCO | -3.1% | 7.4% | 12.5% | 18.4% | -0.8% | -0.7% | 3.5% | 5.5%
S=C(Nc1ccccn1)NC1CCCCC1 | 2.7% | ? | 6.9% | -38.5% | -3.4% | 5.2% | -4.8% | -5.3%
COC(=O)c1ccc(CN(c2ccccn2)S(=O)(=O)c2ccccc2)cc1 | -0.7% | -4.6% | 4.1% | -1.0%[46.1 µM] | -2.5% | 0.6% | 10.9% | -3.9%
COc1cc(OC)cc(C(=O)Nc2ccccc2C(=O)N2CCCC2)c1 | -6.5% | 0.3% | 3.9% | -12.8%[46.1 µM] | 0.2% | -2.3% | 8.5% | -6.5%
Cc1c(C(=O)Nc2ccccc2C(=O)N2CCCC2)cccc1[N+](=O)[O-] | -6.6% | -3.4% | 4.4% | 9.5% | 0.2% | -2.9%[10.1 µM] | 0.8% | -1.1%
O=C(NCCN1CCCC1)c1ccc(CS(=O)(=O)c2c(Cl)cccc2Cl)o1 | -1.3% | 1.8% | -1.7% | -4.3%[46.1 µM] | -4.7% | -0.2% | 3.9% | -12.0%
O=C(c1ccc(-n2cnnn2)cc1)N1CCCCC1 | -13.9% | -8.7% | 0.7% | 7.9% | -0.8% | -1.0% | -1.6% | -5.1%
O=C(O)c1cccnc1SCc1cccc(Cl)c1 | -1.9%&-0.6% | -2.4%&-1.2% | -3.7% | -6.5% | 0.1%&0.4% | -1.8%&2.4% | -7.2% | 2.6%&1.6%
[O-]/[N+](=N\O)c1ccccc1 | 7.7% | / | -23.7%[21.7 µM] | / | -2.7% | / | 16.4% | /
CCOC(=O)CNC(=O)c1sc2nc(C)cc(C)c2c1N | 7.5% | 4.1% | -1.4% | -2.4%[46.1 µM] | -4.1% | -0.7% | 6.4% | -2.0%
COc1cc2c(cc1NC(=S)Nc1ccccc1C)oc1ccccc12 | -8.4% | 5.1% | -29.7% | -14.4%[46.1 µM] | -4.4% | -0.1% | 9.6% | ?
Cc1sc2ncnc(SCC(=O)c3ccc(O)cc3O)c2c1C | -2.5% | -18.1% | 17.2% | -4.7% | -5.2% | -1.1% | 0.0% | -20.7%
CN1CCN(C(c2cccc(C(F)(F)F)c2)c2nnnn2Cc2ccccc2)CC1 (stereo unspecified) | 5.7% | 3.8% | 1.5% | 3.2%[7.67 µM] | 1.5% | -5.7% | -3.7% | -4.9%
Cc1cccc(NC(=S)NCc2ccncc2)c1C | -0.4% | -10.1% | -2.0% | 10.3% | -2.4% | 0.0% | -0.3% | -4.6%
N/C(=N\N=C\c1cccs1)SC1CC(=O)N(c2cccc([N+](=O)[O-])c2)C1=O (stereo unspecified) | -13.7% | 5.2% | 4.5% | -6.0% | -1.1% | 1.5% | -7.0% | -23.1%
O=C(CSc1nc2ccccc2[nH]1)c1cccs1 | 0.2% | 2.6% | -0.9% | -0.9%[46.1 µM] | -2.0% | -0.7% | 0.7% | -4.2%
O=C(CCC1N=C2c3ccccc3N=C(SCC(=O)NCCc3ccccc3)N2C1=O)NCc1ccc(F)cc1 (stereo unspecified) | 0.1% | -3.6% | / | / | -1.0% | -0.5% | / | -17.1%
O=C(NCC1CCCO1)/C(=C\c1ccc(Cl)cc1)NC(=O)c1ccccc1 (stereo unspecified) | -3.1% | 0.0% | 2.5% | -3.6%[46.1 µM] | 2.7% | 2.9% | -5.0% | -4.1%
COc1ccc(Nc2cc(C(=O)NCc3ccccn3)c3ccccc3n2)c(OC)c1 | 5.3% | 16.8% | -25.6% | -11.2% | -1.5% | -0.1% | -5.9% | -29.4%
Cc1nc(C(=O)Nc2ccc(Cl)cc2)nn1-c1ccc([N+](=O)[O-])cc1 | -2.7% | ? | 6.8% | -20.1%[46.1 µM] | 1.9% | -0.9% | -1.7% | -17.9%
COc1ccc(Nc2nc(N)nc(CSC(=S)N3CCC(C)CC3)n2)cc1 | -7.8% | 4.9% | -1.4% | -11.7%[46.1 µM] | 3.4% | 0.0% | 1.9% | 7.3%
CCC(=O)N1CCc2cc(S(=O)(=O)NC(CC(C)C)C(=O)N3CCc4ccccc43)ccc21 (stereo unspecified) | 1.6% | 6.8% | 8.4% | -19.7%[46.1 µM] | -0.5% | 0.0% | 2.9% | 9.9%
O=C(CCc1nnc(CCCc2ccccc2)o1)NCCc1ccccc1 | -3.5% | -2.7% | 0.6% | 12.5% | -4.8% | -1.1% | -7.1% | -6.1%

4 compounds out of the list, sorted by molar mass, smallest number first.
SMILES | TRb-SRC2 inh | Tau fibril FP | CBFb-RUNX1 inh | NPSR antag | TR SRC2 fluor cs | Epigenetic derep | GLA spleen mod | Tau fluor cs
[O-]/[N+](=N\O)c1ccccc1 | 7.7% | / | -23.7%[21.7 µM] | / | -2.7% | / | 16.4% | /
Nc1ncnc(NCc2ccc(F)cc2)c1[N+](=O)[O-] | 6.3% | 1.3% | 4.6% | 23.0% | -0.9% | 4.1% | -2.3% | 2.5%
O=C(O)c1cccnc1SCc1cccc(Cl)c1 | -1.9%&-0.6% | -2.4%&-1.2% | -3.7% | -6.5% | 0.1%&0.4% | -1.8%&2.4% | -7.2% | 2.6%&1.6%
O=C(Cc1ccc(Br)cc1)N1CCN(c2ccccc2)CC1 | -2.3% | 6.4% | 4.5% | 7.4%[46.1 µM] | -5.7% | -1.0% | 8.3% | -4.3%

Later entries
SMILES | TRb-SRC2 inh | Tau fibril FP | CBFb-RUNX1 inh | NPSR antag | TR SRC2 fluor cs | Epigenetic derep | GLA spleen mod | Tau fluor cs
Cc1ccc(NC(=S)Nc2ccccn2)cc1C | -1.8% | -1.9% | 1.5% | ? | -4.6% | 2.0% | -4.7% | -18.0%
CC(C)NC(=O)c1ccc(-n2c(-c3ccccc3)cc3c2CCCC3)cc1 | -1.1% | ? | / | / | -16.5% | 0.0% | / | -16.3%
CC(=O)Nc1ccc(N2CCN(C(=O)c3cccs3)CC2)cc1 | -0.9% | 1.5% | 7.5% | -14.4%[46.1 µM] | -1.3% | 2.5% | 11.7% | -2.2%
CS(=O)(=O)N(CC(=O)N/N=C/c1ccco1)c1ccccc1Br | -1.0% | -4.0% | 0.1% | 6.9% | -8.0% | 0.0% | 3.4% | -1.1%
COc1ccc(CCNc2ccncn2)cc1OC | 5.3% | 3.0% | -6.4% | 9.8%[46.1 µM] | 2.7% | -0.7% | 1.8% | -11.5%
O=C(Nc1ccc(NC(=O)c2ccco2)c(Cl)c1)c1cccc([N+](=O)[O-])c1 | 2.2% | -11.2% | 3.7% | -6.9% | -1.4% | ? | 6.5% | -28.6%

Source: PubChem BioAssay

An excerpt. The share of hits here may be higher or lower than overall.
